Runt-CBFb FRET – inhibitors of human RUNX1 Runt domain binding to CBFb; Q01196+Q13951; Cerulean-Runt/Venus-CBFb FRET ratio 530/480, 1 h; inhibition, % at 20 µM; actives 0.46% (n = 220,000); AID 1496;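 active means inhibition over about 50% at 20 µM in the single-dose screen, limit read from the data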;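 further: 0% = DMSO wells and 100% = excess unlabeled CBFb competitor control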
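Buffer or medium: Tris pH 7.5 buffer with BSA. Assay system: Cerulean-labeled Runt domain protein. Amount: each fluorescent fusion protein 100 nM. Read-out basis: loss of energy transfer signal. Incubation: 1 h compound exposure, room temperature. Probe or stimulus: Venus-CBFb binding partner, 100 nM. Detection: FRET, excitation 422 nm, emission at 530 and 480 nm.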
RBBP9 inh – blocks human serine hydrolase RBBP9. AID 1515. recombinant RBBP9, FP-Rh probe fluorescence polarization. inhibition, % at 7.94 µM. actives 0.2% (n = 220,000). O75884;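 active means inhibition above the campaign mean of all tested compounds plus 3 SD, cut at about 14% in these data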;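 further: plate controls were DMSO wells with RBBP9 for no effect and wells lacking RBBP9 protein for full effect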
Target sequence (O75884 whole entry, looked up): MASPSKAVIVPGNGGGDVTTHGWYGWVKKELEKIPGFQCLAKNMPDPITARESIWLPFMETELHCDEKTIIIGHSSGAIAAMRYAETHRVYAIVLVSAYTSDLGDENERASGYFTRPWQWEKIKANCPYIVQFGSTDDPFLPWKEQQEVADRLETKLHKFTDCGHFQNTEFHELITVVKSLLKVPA
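Assay system: recombinant human RBBP9; Reagent: Serine-hydrolase probe FP-Rh, 375 nM pre-mixing; Doses: 7.94 µM single dose, 0.794% DMSO; Incubation: 30 min then 45 min, 25 °C; Detection: fluorescence polarization (mP), excitation 525 nm, emission 598 nm; Evaluation: percent inhibition from mP, scaled between DMSO and no-protein wells.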
m-calpain inh – calpain II (pig) inhibition; inhibition, % at 16 µM; purified calpain II, fluorogenic peptide substrate, 30 min; actives 0.37% (n = 220,000);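 active means inhibition above about 50%, limit read from the data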
p47phox inh – p47phox (human) inhibition; p47phox/p22phox peptide binding, fluorescence polarization, 2 h; inhibition, % at 24.7 µM; actives 0.53% (n = 220,000);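 active means inhibition above about 30%, limit read from the data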;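 further: 0% = p47phox with labelled peptide and 100% = labelled peptide alone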
Target sequence (P14598 whole entry, looked up): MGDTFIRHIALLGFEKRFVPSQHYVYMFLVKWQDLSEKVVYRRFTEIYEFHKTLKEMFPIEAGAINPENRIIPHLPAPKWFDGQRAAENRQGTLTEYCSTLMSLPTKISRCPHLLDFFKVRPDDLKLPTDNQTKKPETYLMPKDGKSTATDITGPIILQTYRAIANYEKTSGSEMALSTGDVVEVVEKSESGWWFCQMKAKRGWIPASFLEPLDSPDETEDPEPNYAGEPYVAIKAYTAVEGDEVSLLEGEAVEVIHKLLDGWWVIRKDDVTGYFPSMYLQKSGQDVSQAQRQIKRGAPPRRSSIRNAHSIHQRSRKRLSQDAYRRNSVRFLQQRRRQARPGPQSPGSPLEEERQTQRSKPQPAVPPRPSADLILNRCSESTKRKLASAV
Runt-SMMHC FRET – inhibitors of human RUNX1 Runt domain binding to CBFb-SMMHC | inhibition, % at 20 µM | AID 1434 | Cerulean-Runt/Venus-CBFb-SMMHC FRET ratio 530/480, 1 h | actives 0.74% (n = 220,000);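 active means mean inhibition across duplicate retests at 20 µM reaching about 50%, limit read from the data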;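 further: 0% = DMSO wells and 100% = wells with excess untagged CBFb-SMMHC; inhibitors lower the FRET ratio by blocking Runt binding to CBFb-SMMHC; some results filed as inactive read as strong as hits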
Tb hexokinase – blocks Trypanosoma brucei hexokinase 1 activity. AID 1430. recombinant TbHK1, G6PDH-coupled NADH A340. actives 0.11% (n = 220,000). inhibition, % at 10 µM;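 active means inhibition of 50% or more in the single-dose primary screen; inactive means inhibition below 50%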
p97 inhibitor – blocks human p97 ATPase activity; inhibition, % at 8 µM; recombinant p97 ATPase, Kinase-Glo ATP luminescence, 3 h; actives 0.42% (n = 220,000); P55072; in the data active means inhibition above about 15%;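 further: 0% = DMSO vehicle and 100% = wells lacking enzyme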
EBV gp42 inh – blocks Epstein-Barr virus glycoprotein 42 binding | Fluorescence polarization binding assay, mP read-out | inhibition, % (tested at 21.74 µM) | actives 0.42% (n = 220,000) | Q1HVG2; in the data active means inhibition above about 50%
Target sequence (Q1HVG2 whole entry, looked up): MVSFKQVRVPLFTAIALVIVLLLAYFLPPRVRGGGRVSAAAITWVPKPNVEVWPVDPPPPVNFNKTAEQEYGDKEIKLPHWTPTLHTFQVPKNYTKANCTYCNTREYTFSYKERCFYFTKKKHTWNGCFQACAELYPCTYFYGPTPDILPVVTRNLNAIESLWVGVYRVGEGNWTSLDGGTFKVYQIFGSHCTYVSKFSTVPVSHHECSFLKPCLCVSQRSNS
Furin inhibitor – inhibitors of human furin. inhibition, % at 30 µM. AID 463115. actives 0.061% (n = 220,000). P09958. purified furin, fluorogenic substrate cleavage; in the data active means inhibition above about 25%; further: inactives centre near -15
An asterisk follows results filed as active; . = no result given; [ ] = another dose, or the depositor's remark.

entry	Runt-CBFb FRET	RBBP9 inh	m-calpain inh	p47phox inh	Runt-SMMHC FRET	Tb hexokinase	p97 inhibitor	EBV gp42 inh	Furin inhibitor	Structure
1	1	-8	-19	-2	4	-2	3	-2	-14[20 µM]	COc1ccc(NC(=O)CC2C(=O)N(c3ccc(Cl)cc3)C(=S)N2CCc2ccncc2)cc1 (stereo not drawn)
2	1	11	-25	4	-2	-3	5	-24	-36	CCOC(=O)c1cnc(SCCN2CCOCC2)nc1N
3	20	-1	-204	-27	75*	-10	-1	-12	6	COc1cc(OC)c(OC)cc1/C=N/Nc1ncnc2c1[nH]c1ccccc12
4	1	-8	-11	-3	-5	-9	-4	-2	-14	c1ccc(C2NCCn3cccc32)cc1 (stereo not drawn)
5	4	3	17	-4	-2	-42	-1	-2	6	O=C(/C=C/c1ccc2c(c1)OCO2)Nc1c(C(=O)O)[nH]c2ccccc12
6	2	-6	-16	-18	2	-8	4	-7	-12	COc1ccccc1C1C2=C(CC(C)(C)CC2=O)Nc2nnnn21 (stereo not drawn)
7	0	-8	-4	-7	-7	0	-1	-14	-24[20 µM]	CC1(NC(=O)N2CCOCC2)CCS(=O)(=O)C1 (stereo not drawn)
8	1	-7	23	-7	-1	0	-7	-16	-24	Cc1cc(/C(N)=N/OC(=O)Nc2cccc(C(F)(F)F)c2)no1
9	-5	-1	20	3	4	2	-3	3	-21	COc1ccc(N2CCN(c3nc4c(c(=O)[nH]c(=O)n4C)n3Cc3cccc(C)c3)CC2)cc1
10	0	4	-26	-6	-2	-16	5	-15	-22	Cc1ccccc1NC(=O)Cn1nnc(-c2ccc(N3CCOCC3)cc2)n1
11	0	-6	32	1	3	-4	0	-14	-23	COCC(C)n1c(C)cc(C(=O)CN2C(=O)NC3(CCCCC3C)C2=O)c1C (stereo not drawn)
12	2	-12	8	8	-3	31	1	5	-3	COc1ccc(S(=O)(=O)Nc2cccc(/C=C/C(=O)O)c2)cc1
13	6	-3	7	-17	5	21	-5	-14	-7[20 µM]	Clc1cccc(-c2nnc(SC/C=C/c3ccccc3)n2Cc2ccco2)c1
14	-5	-19	-32	0	-3	-10	4	-1	-21	Cc1cccc(-c2cc3c(N=O)c4ccccc4c-3n[nH]2)c1
15	2	-14	20	9	-8	-1	-2	-7	-20[20 µM]	COC(=O)C1C(O)=CC(=O)CC1C (stereo not drawn)
16	0	-1	-10	-11	-2	2	2	-13	-17	CC(C)N1C(=O)CCC1C(=O)NCc1cccs1 (stereo not drawn)
17	.	2	-31	29	-4	-7	2	0	-9	O=C(Nc1ccc(NC(=O)c2sc3ccccc3c2Cl)cc1Cl)c1ccco1
18	-17	-11	26	0	-1	-38	-3	15	-3	COc1ccc(/C=N/N=C2\SCC(=O)N2c2c(C)n(C)n(-c3ccccc3)c2=O)cc1OC
19	.	-9	.	.	.	-5	2	.	-24[20 µM]	CCn1ncc(Br)c1C(=O)Nc1sc2c(c1C(=O)OC)CCC2
20	0	-7	-24	2	0	1	5	-7	-21	N=C1C(c2ccccc2)=C(O)CN1c1ccccc1N1CCOCC1
21	0	-6	6	-1	-3	-1	8	-16	-20	CCOc1ccc(S(=O)(=O)NCCCN2CCCC2=O)cc1
22	-4	-3	16	0	-1	-4	-9	4	-16[20 µM]	COc1ccccc1C(=O)N1CCCC(c2nc(-c3cc(OC)c(OC)c(OC)c3)no2)C1 (stereo not drawn)
23	0	5	-39	-12	-4	-29	3	7	-22	O=C(N/N=C/c1ccc2c(c1)OCO2)c1cc(-c2ccncc2)nc2ccccc12
24	1	-8	-8	-6	1	-2	-3	2	-21	CC(C)C(C)(C#N)NC(=O)CSc1nncn1-c1ccccc1 (stereo not drawn)
25	.	-3	11	2	-2	2	2	-15	-10	CCC(=O)NC(NC(=O)CC)C(Cl)Cl

Some of these compounds in order of the Furin inhibitor value, largest number first:
entry	Runt-CBFb FRET	RBBP9 inh	m-calpain inh	p47phox inh	Runt-SMMHC FRET	Tb hexokinase	p97 inhibitor	EBV gp42 inh	Furin inhibitor	Structure
25	.	-3	11	2	-2	2	2	-15	-10	CCC(=O)NC(NC(=O)CC)C(Cl)Cl
16	0	-1	-10	-11	-2	2	2	-13	-17	CC(C)N1C(=O)CCC1C(=O)NCc1cccs1 (stereo not drawn)
20	0	-7	-24	2	0	1	5	-7	-21	N=C1C(c2ccccc2)=C(O)CN1c1ccccc1N1CCOCC1
2	1	11	-25	4	-2	-3	5	-24	-36	CCOC(=O)c1cnc(SCCN2CCOCC2)nc1N

Filtered by structure, the compounds so far with a furan ring, fused or not
entry	Runt-CBFb FRET	RBBP9 inh	m-calpain inh	p47phox inh	Runt-SMMHC FRET	Tb hexokinase	p97 inhibitor	EBV gp42 inh	Furin inhibitor	Structure
13	6	-3	7	-17	5	21	-5	-14	-7[20 µM]	Clc1cccc(-c2nnc(SC/C=C/c3ccccc3)n2Cc2ccco2)c1
17	.	2	-31	29	-4	-7	2	0	-9	O=C(Nc1ccc(NC(=O)c2sc3ccccc3c2Cl)cc1Cl)c1ccco1

(more compounds)
entry	Runt-CBFb FRET	RBBP9 inh	m-calpain inh	p47phox inh	Runt-SMMHC FRET	Tb hexokinase	p97 inhibitor	EBV gp42 inh	Furin inhibitor	Structure
26	0	-7	-27	-11	-1	-13	5	0	-15	O=C(N/N=C/c1ccco1)c1ccn[nH]1
27	-1	-2	-7	1	3	1	7	-5	-19	O=C(O)C1CCCN(C(=O)NCc2ccccc2)C1 (stereo not drawn)
28	-1	-4	11	-6	6	-4	0	-9	-15[20 µM]	O=C(CN(c1ccc(F)cc1)S(=O)(=O)c1ccc2c(c1)OCCO2)NCc1ccccc1
29	4	-3	6	-12	-2	2	-2	-2	-24	COc1ccccc1-c1nc(-c2ccc(Br)o2)no1
30	0	-5	-22	1	-11	4	5	-13	-16	COc1ccccc1Nc1nc(NCCO)c2ccccc2n1
31	2	-7	-4	4	0	1	2	9	-18	O=C(CN(c1ccccc1)S(=O)(=O)c1ccccc1)N/N=C/c1ccc(OC2CSC2)cc1
32	0	-3	29	-5	0	-4	6	-14	-19	COc1ccc(CCN2C(=O)CC(C(N)=O)SC2=Nc2ccc(F)cc2)cc1OC (stereo not drawn)
33	-16	3	-12	-11	-4	-5	2	-13	-8[20 µM]	CCOC(=O)c1c(NC(=O)COC(=O)Cn2c(C(F)(F)F)nc3ccccc32)sc(C)c1C
34	-1	-3	-11	-11	4	6	1	-17	-11	Cc1cc(C)n(C(=O)CNC(=O)c2ccco2)n1
35	-3	-6	13	-1	0	-1	3	12	-7	O=C(Nc1cccc(Cl)c1)c1ccc2c(=O)n3c(nc2c1)CCCCC3
36	-2	1	35	2	-55	3	-1	-23	-20	COCCCN1C(=O)c2ccc(C(=O)OCC(=O)NCCc3ccccc3)cc2C1=O
37	2	-11	6	-7	1	-3	6	-7	-33	CCN1C(=O)c2ccccc2S(=O)c2ccc(C(=O)N3CCCC3)cc21 (stereo not drawn)
38	-2	4	9	-7	3	31	6	-10	-6	C/C(=N\OCC(=O)NCC(F)(F)F)c1cc2ccccc2o1
39	1	1	-3	-2	1	-1	1	-5	-15[20 µM]	CCCc1oc(C(=O)O)cc1CN
40	2	-13	3	-2	-1	-12	0	-16	-21	CC1CC(C)CN(C(=O)c2ccc(CNc3c(N4CCCC4)c(=O)c3=O)cc2)C1 (stereo not drawn)
41	0	-3	-1	-9	-1	-5	23*	-16	-3[20 µM]	CCc1cccc(NC(=O)C2CCCN(S(=O)(=O)c3c(C)[nH]c(=O)[nH]c3=O)C2)c1 (stereo not drawn)
42	3	-9	-22	4	-2	-4	0	5	-13	C/C(=N\NC(=O)c1ccc(CSc2nc(C)cc(C)n2)cc1)c1ccco1
43	-4	-7	-30	-11	2	1	0	-12	-20	COc1ccc(Cl)cc1NC(=O)CN(C)CC(=O)Nc1ccccc1C(F)(F)F
44	-2	-7	-23	-9	-6	-5	0	8	-22	COc1ccc(NC(=O)CN2CCN(C3c4ccccc4-c4ccccc43)CC2)c(OC)c1
45	1	-7	5	9	1	-12	-2	0	-10	CCc1nnc(N2C(=O)c3ccccc3C2(O)c2ccccc2)s1 (stereo not drawn)
46	8	-30	-51	-6	0	-11	0	-39	-5	CCOc1ccc(C(=O)Nc2cc(-c3nc4ccccc4[nH]3)ccc2Cl)cc1[N+](=O)[O-]
47	0	0	2	4	0	1	1	8	-17	CC(C)C1CC(c2ccccc2)(C(CN)CO)CCO1 (stereo not drawn)
48	-3	0	-51	-8	-1	-17	3	-22	-18[20 µM]	O=C(Nc1ccccc1)c1ccc(N2CCN(c3ccccn3)CC2)c(S(=O)(=O)N2CCOCC2)c1
49	-2	-10	21	-19	-6	-26	-8	15	-2[20 µM]	Clc1ccccc1-c1nc(N/N=C/c2cccnc2)c2ccccc2n1
50	2	-13	-5	-10	0	-15	0	8	-8	CC1(C)SC(=S)N(/N=C/c2ccccc2O)C1N(O)C(=O)Nc1ccccc1 (stereo not drawn)
51	-1	-2	43	-3	0	-41	1	7	2	c1ccc(Nc2c3c(nc4ccccc24)CCC3)cc1
52	-2	4	-14	4	0	-2	2	-8	-29	CC(NC(=O)C1CCC(CNc2c(N3CCCCC3)c(=O)c2=O)CC1)c1ccccc1 (stereo not drawn)
53	1	-13	0	-11	0	-1	-1	-17	-18[20 µM]	CN(C)S(=O)(=O)c1cc(C(=O)NCC2CCCO2)c(Cl)cc1Cl (stereo not drawn)
54	0	-1	5	-5	2	-15	4	2	-19	O=C(NNC(=O)c1n[nH]c(=O)c2ccccc12)c1ccc(Br)cc1
55	1	-2	6	-12	-29	-13	1	-7	10[20 µM]	CCc1ccc(OCC(=O)Nc2ccc(S(=O)(=O)N3CCCC3)cc2)c(Br)c1
56	20	2	14	-30	10	-10	-1	-12	-10	Cc1ccc(OCC(=O)c2cc(C)n(-c3ccccc3)c2C)c([N+](=O)[O-])n1
57	-1	-11	20	-53	-1	-8	-7	-13	-21	CCCn1c(=O)c2ccccc2n2c(SCc3nc4ccccc4s3)nnc12
58	-1	-1	-22	1	2	1	1	-6	-7	Cc1ccc(Nc2nc(/N=C/N(C)C)n[nH]2)cc1C
59	3	-2	10	-1	-2	2	4	8	-12[20 µM]	CCOC(=O)c1c(C2COc3ccccc3O2)csc1N (stereo not drawn)
60	0	1	-3	-6	0	1	5	-9	-24	O=C(CCNC(=O)c1ccco1)Nc1cccc(Br)c1

Source: PubChem (several laboratories)
